Peg3 imprint: qHTS Assay for Compounds that Induce Erasure of Genomic Imprints | Potency, µM (top dose mostly 60.7 µM), for inactives: top-dose activity change, positive = activation, most hits filed as activators | AID 1948, 2009 | actives 0.02% (n = 110,000) | mouse ES Peg3-LacZ reporter, beta-gal luminescence, 40 h;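 also: 0% = negative control wells on the plate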
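Gelatin-coated wells received 300 freshly trypsinized female ES cells with a Peg3LacZ-Neo reporter on the maternal allele, then incubated 40 hours at 37C. BetaGlo was added for 5 minutes at room temperature before a single luminescence read.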
p53ts 32C kill: qHTS Screen for Compounds that Selectively Target Cancer Cells with p53 Mutations: Cytotoxicity of p53ts Cells at the Permissive Temperature; actives 0.93% (n = 130,000); Potency, µM (doses to about 46.1 µM), inactives show at the highest dose activity change, negative = cytotoxicity, hits mostly cytotoxic; H1299-p53A138V at 32C, ATP luminescence viability, 24 h;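 also: 0% = DMSO and -100% = full killing by reference compound; nearly all actives have a fitted effect of over 55% in size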
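Viability by ATPlite luminescence after 24 h compound treatment (up to 46 uM) at the permissive 32C. Cells are H1299 carrying p53 A138V. Scale runs from DMSO basal to 100 uM tamoxifen as full kill; AC50 from Hill fits.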
p53ts 39C tox: qHTS Screen for Compounds that Selectively Target Cancer Cells with p53 Mutations: Cytotoxicity of p53ts Cells at the Nonpermissive Temperature. actives 1.5% (n = 130,000). H1299-p53A138V viability at 39C, ATP luminescence, 24 h. Potency, µM (highest dose often 46.1 µM), for the others: at the highest dose activity change, negative = cell killing, usual class: cytotoxic; also: nearly all actives have a fitted effect of over 55% in size
IkB signaling: IkB Signaling. Potency, µM (series often up to 57.1 µM), for inactives: at the highest dose IkBa stabilization activation. actives 0.04% (n = 110,000). ABC-DLBCL IkBa-CBG/CBR dual luciferase ratio, 4 h; response scale: scaled: untreated 0%, proteasome inhibitor 100%; active = well fitted curve in the direction sought with a large enough effect in the signal ratio, not every such curve was filed as active; inconclusive = small, poorly fitted or top-dose-only effect, or a change in a side signal; the % refers to the signal ratio;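 also: the direction sought is a rising ratio; 0% = basal untreated cells and 100% = reference inhibitor full response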
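Luminescence ratio of IκBα-fused green versus native red beetle luciferase in OCI-Ly3 cells, 4 h post-doxycycline with compound; red signal alone, scaled from basal (0%) to zero light (-100%), flagged nonspecific or cytotoxic effects.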
* marks the source's active call; other numbers are inactive results; u = inconclusive; x = no result given; & = joins results of further samples; [ ] = another dose, or the depositor's remark. Unless noted, calls follow the shape of the dose curve; as a rule, active = well fitted curve in the direction sought with a large enough effect; inconclusive = small, poorly fitted or top-dose-only effect, or another doubt; inactive = no such curve, though single readings can be large; an effect the other way counts as inactive or inconclusive. Unless noted, % is scaled to controls: 0 for no effect and ±100 for the full control effect; potency is read from the fitted curve at half-maximal effect.

| SMILES | Peg3 imprint | p53ts 32C kill | p53ts 39C tox | IkB signaling |
| --- | --- | --- | --- | --- |
| COc1ncc2nc(CCc3ccccc3)c(=O)n(CCC#N)c2n1 | x | 1% | 2% | -0.9%[11.4 µM] |
| COc1cccc(C(=O)NCc2ccc3c(c2)CCN3C(=O)c2ccncc2)c1 | -8%[10.9 µM] | 21% | -15% | u |
| Cc1ncoc1C(=O)Nc1nccs1 | -54%[inhibitor] | -2% | 15% | 3.1% |
| COc1cccc(CNC(=O)Cn2ncc3c4ccccc4n(C)c3c2=O)c1 | -8%[10.9 µM] | -8% | 8% | -0.1% |
| CCOc1ccccc1CN1C(=O)c2ccccc2C1C(=O)NCC1CCCO1 (stereo not drawn) | -5% | -17% | -8% | 0.8% |
| CC(=O)OC1C[C@@]2(C)C(c3ccoc3)OC(=O)C3O[C@@]32[C@]2(C)C(OC(C)=O)CC3C(C)(C)C(OC(C)=O)CC(OC(C)=O)[C@@]3(C)C12 (stereo partly drawn) | -1% | 9% | -1% | x |
| CSc1ccccc1NC(=O)CCn1c(=O)sc2ccccc21 | -16% | -1% | -2% | 4.4% |
| CCOC(=O)c1nnn(CC(=O)Nc2cccc(Cl)c2C)c1C(=O)OCC | -1% | -7% | -6% | -0.9% |
| Cc1ccc(S(=O)(=O)NCCCN2CCOCC2)cc1C | 11% | 0% | 7% | 0.5% |
| CCn1c(CNC(=O)c2ccc(OC)cc2)nnc1SCC(=O)Nc1cccc(C)c1C | -6%[10.9 µM] | -7% | -14% | 0.5% |
| CCOC(=O)c1[nH]c(C)c(C(=O)NCCCN2CCOCC2)c1C | 11% | 1% | -6% | -1.5% |
| CCc1ccc2ncc(C(=O)c3ccc(C)c(C)c3)c(N3CCC(C(N)=O)CC3)c2c1 | 21%[10.9 µM] | -8% | 39%[activator] | u |
| CC(=O)c1ccc(N2CCN(C(=O)CCCCn3c(=O)[nH]c4ccsc4c3=O)CC2)cc1 | -6%[10.9 µM] | -2% | -6% | u |
| CC(=O)Oc1cc(OC(C)=O)c2c(c1)OC(c1ccc(OC(C)=O)c(OC(C)=O)c1)C(OC(C)=O)C2 (stereo not drawn) | u | -9%&-6% | 14%&1% | x |
| CCCn1c(-c2ccc(F)cc2)nc2c(NCC3CCCN3CC)nc(C)nc21 (stereo not drawn) | -7% | -5% | -9% | x |
| CC1CCN(c2oc(-c3cccs3)nc2S(=O)(=O)c2ccccc2)CC1 | -14%[10.9 µM] | 12% | 8% | u |
| Cc1ccc(NC(=O)C2CCCN(S(=O)(=O)c3c(C)nn(C)c3C)C2)c(C)c1 (stereo not drawn) | u | 15% | -3% | 1.6% |
| COc1ccc(CCNC(=O)c2ccc(CN3CCOCC3)cc2)cc1 | -8% | -6% | -14% | -0.4% |
| Clc1ccc(-n2nnnc2Sc2ncnc3sccc23)cc1 | -39%[inhibitor] | u | 20µM* | u |
| CC1(C)NC(C)(C)C(O)(C(N)=O)C1=O (stereo not drawn) | -7% | -17% | -6% | -0.9% |

Look-ups from above.
p53ts 32C kill with `CC(=O)c1ccc(N2CCN(C(=O)CCCCn3c(=O)[nH]c4ccsc4c3=O)CC2)cc1` reads -2%
p53ts 39C tox with `CC(=O)Oc1cc(OC(C)=O)c2c(c1)OC(c1ccc(OC(C)=O)c(OC(C)=O)c1)C(OC(C)=O)C2` (stereo not drawn) reads 14%&1%
p53ts 39C tox with `COc1ccc(CCNC(=O)c2ccc(CN3CCOCC3)cc2)cc1` reads -14%

Next structures.
| SMILES | Peg3 imprint | p53ts 32C kill | p53ts 39C tox | IkB signaling |
| --- | --- | --- | --- | --- |
| Cc1cccc(N2CCN(C(c3ccccc3)c3nnc(-c4ccccc4Cl)o3)CC2)c1C (stereo not drawn) | -8%[10.9 µM] | 7% | -11% | 1.5% |
| Cc1ccc2nc(N3CCN(c4cccc(C)c4C)CC3)c3nnnn3c2c1 | -5%[10.9 µM] | 5% | -13% | u |
| CC(=O)N1CCC2(CC1)CN(C(=O)Nc1cccc(C#N)c1)C2 | x | 0% | 7% | 1.5%[11.4 µM] |
| CCOC(=O)C1CCN(C(=O)C2CCN(C3=NS(=O)(=O)C(c4ccc(C)cc4)=C3CC)CC2)CC1 | 8%[10.9 µM] | 5% | 2% | 1.3% |
| O=C(NCc1ccccc1)c1ccc(NC(=O)N2CC3CCCN3c3ccccc32)cc1 (stereo not drawn) | -15%[10.9 µM] | -7% | -18% | 1.3% |
| CCCNC(=O)NC(=O)CSc1nc2ccccc2n1CC(C)C | -12% | 9% | 3% | 1.8% |
| COc1ccc(OCc2ccc(-c3nc(C#N)c(N4CCN(c5cccc(Cl)c5)CC4)o3)o2)cc1 | -15%[10.9 µM] | -5% | 48%[activator] | -2.2% |
| CC(=O)N1CC=CC1(CC(C)C)C(=O)NCc1ccccn1 (stereo not drawn) | -7% | -6% | 1% | x |
| COc1ccc(CNC(=O)CN(c2cc(C)cc(C)c2)S(=O)(=O)c2c(C)[nH]c(=O)[nH]c2=O)cc1 | 3%[10.9 µM] | -9% | 4% | -0.5% |
| Cc1cccc(N(CC(=O)NC2CCCC2)C(=O)CS(=O)CC(=O)Nc2ccc3c(c2)OCO3)c1C (stereo not drawn) | x | 11% | 5% | x |
| COc1ccc(NC(=O)c2c(C)oc3c2CCCC3)cc1 | -15% | 1% | -10% | 3.6% |
| Cc1ccccc1OCCSc1nc2ccc(NC(=O)c3ccccc3)cc2s1 | -8%[10.9 µM] | -11% | -6% | u |
| CC1Cc2ccccc2N1C(=O)CSc1nnc2c(n1)[nH]c1ccccc12 (stereo not drawn) | x | -3% | 6% | 5.5% |
| Cc1ccc(Nc2c(-c3ccccn3)nc3ccc(Br)cn23)cc1 | -6%[10.9 µM] | -7% | 17% | u |
| CCN(CCNC(=O)Cn1c(=O)sc2ccccc21)c1ccccc1 | -13% | 6% | 4% | 6.4% |
| CCN(CC)c1cc(C)c2ccccc2n1 | x | 2% | -5% | x |
| Nc1ncnc2c1nc(Br)n2C1CC(O)C(CO)O1 (stereo not drawn) | -10% | 4% | 14% | x |
| COc1ccc2cc(CNc3ccccc3)c(=O)n(CC(=O)Nc3ccc(C)cc3C)c2c1 | 15%[10.9 µM] | 4% | 30% | -1.8% |
| Cc1cc2ccccc2n1CCNC(=O)c1cc(C(F)(F)F)cc(C(F)(F)F)c1 | 30%[10.9 µM] | 3% | 4% | 8.8% |
| Cc1cc2c(C)cc(=O)oc2c2c1NCCC2 | -18% | 6% | 4% | 1.6% |

One compound at a time, from the list above:
Shown for CC(=O)OC1C[C@@]2(C)C(c3ccoc3)OC(=O)C3O[C@@]32[C@]2(C)C(OC(C)=O)CC3C(C)(C)C(OC(C)=O)CC(OC(C)=O)[C@@]3(C)C12 (stereo partly drawn) = Peg3 imprint = -1%; p53ts 32C kill = 9%; p53ts 39C tox = -1%; IkB signaling = x
Shown for CCN(CCNC(=O)Cn1c(=O)sc2ccccc21)c1ccccc1 = Peg3 imprint = -13%; p53ts 32C kill = 6%; p53ts 39C tox = 4%; IkB signaling = 6.4%
Shown for CC1Cc2ccccc2N1C(=O)CSc1nnc2c(n1)[nH]c1ccccc12 (stereo not drawn) = Peg3 imprint = x; p53ts 32C kill = -3%; p53ts 39C tox = 6%; IkB signaling = 5.5%

Continued.
| SMILES | Peg3 imprint | p53ts 32C kill | p53ts 39C tox | IkB signaling |
| --- | --- | --- | --- | --- |
| N#CCCn1nnc2ccccc21 | -8% | 3% | -10% | -0.9% |
| COc1cc2c(cc1OC)CN(C(=S)Nc1ccc(C)cc1C)CC2 | x | 5% | 8% | x |
| O=C(c1ccco1)N1CCN(S(=O)(=O)Cc2ccc(Cl)cc2)CC1 | -10% | -4% | 9% | 1.7% |
| COc1cc2cc(CN(Cc3cccnc3)C(=O)NCc3ccccc3)c(=O)[nH]c2cc1OC | -10% | -2% | 6% | -0.2% |
| Cc1nonc1NC(=O)c1ccccc1Br | -7% | 3% | 0% | 0.6% |
| COc1ccccc1-c1nc(C(F)(F)F)c(OC)o1 | -9% | -3% | -4% | 0.8% |
| O=C(Nc1nccs1)c1ccc(NC(=O)c2ccco2)cc1 | -18% | -21% | -24% | 0.6% |
| C=CCOc1ccc2c(OC)c3ccoc3nc2c1OC | x | u | -29% | x |
| CCn1cc(C(=O)Nc2ccc(C(=O)N3CCCC3)cc2)c(=O)c2ccc(C)nc21 | 8% | 2% | -5% | -0.4% |
| CC(=O)NC1C(=O)N=C(SCc2ccccc2)NC1=O (stereo not drawn) | -11% | 2% | 2% | 1.8% |
| O=C(NC1C2CC3CC(C2)CC1C3)C1CC1 (stereo not drawn) | -10% | 3% | 8% | -0.9% |
| COc1ccc(CCNC(=O)C(=O)NCC2CCCO2)cc1OC (stereo not drawn) | x | -7% | 0% | x |
| Brc1cc(Br)c2ncnc(N3CCCCC3)c2c1 | -2% | -17% | -2% | u |
| Cc1cc(OCc2nnc(SCC(=O)OC3CCCCC3)o2)ccc1Cl | 2% | 9% | -2% | 0.3% |
| COc1cccc(CNC(=O)CCc2c(C)nn(-c3ccc(N4CCCC4)nn3)c2C)c1 | -10%[10.9 µM] | -1% | 2% | -1.0% |
| Brc1ccc([C@H]2CN3CCSC3=N2)cc1 | -16% | -13% | -9% | 1.8% |
| O=c1cc(CN2CCN(c3ccccc3)CC2)c2c(ccc3ccccc32)o1 | -13% | -2% | 8% | 2.2% |
| Cc1ccc(N2C(=O)C(Cl)=C(Nc3c(C)n(C)n(-c4ccccc4)c3=O)C2=O)cc1 | -12% | 23% | -15% | 3.3% |
| CCOc1ccc(NC(=O)C(C)O)c(NS(=O)(=O)c2ccc(CCNC(C)=O)cc2)c1 (stereo not drawn) | -12% | 9% | 9% | 1.9% |
| Cc1ccc(S(=O)(=O)NC2=NCCCCC2)cc1 | x | u | -4% | x |

| SMILES | Peg3 imprint | p53ts 32C kill | p53ts 39C tox | IkB signaling |
| --- | --- | --- | --- | --- |
| COc1ccc(OC(=O)CCCN2C(=O)c3ccccc3C2=O)cc1 | 2% | 3% | 9% | -8.5% |
| CCOC(=O)C1CCN(S(=O)(=O)c2cn(C)c(=O)n(C)c2=O)CC1 | -21% | -33% | -4% | u |
| Cc1onc(-c2ccccc2)c1C(=O)OCC(=O)Nc1ccc2c(c1)OCO2 | -17% | 15% | 5% | 0.2% |
| O=C(COc1ccc(Cl)cc1Cl)NCCCN1CCOCC1 | -12% | -14% | -4% | -1.0% |

Exported as labelled records: part of the list above.
> CC(=O)N1CC=CC1(CC(C)C)C(=O)NCc1ccccn1 (stereo not drawn)
- Peg3 imprint: -7%
- p53ts 32C kill: -6%
- p53ts 39C tox: 1%
- IkB signaling: x
> COc1ccc(CNC(=O)CN(c2cc(C)cc(C)c2)S(=O)(=O)c2c(C)[nH]c(=O)[nH]c2=O)cc1
- Peg3 imprint: 3%[10.9 µM]
- p53ts 32C kill: -9%
- p53ts 39C tox: 4%
- IkB signaling: -0.5%
